Vc quorum ag – quorum light induction in luxS cqsA deficient V. cholerae; AID 588436; activation, % at 18.7 µM; 0.16% of 350,000 active; V. cholerae BH1578 lux reporter, luminescence, 6 h; in the data active means activation mostly above about 9.7%, no sharp cut-off; further: not every result past the cut was called active; inactives centre near 0; reference of the scale not given here
PriA SSB inh – blocks PriA binding to SSB C-terminal tail | AlphaScreen SSBct-PriA binding, biotinylated peptide | 0.6% of 430,000 active | inhibition, % at 33 µM; in the data active means inhibition mostly above about 37%, no sharp cut-off; inactive means mostly below about 20%;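 further: plate controls were negative control peptide for no effect and reference peptide for full effect; strong numbers were not always called active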
3CLpro inhibitor – SARS-CoV 3CLpro protease inhibition | inhibition, % at 6 µM | P0C6X7 | 0.14% of 290,000 active | recombinant SARS-CoV 3CLpro, quenched FRET peptide cleavage; in the data active means inhibition above about 12%
Rv3671c protease – inhibitors of M. tuberculosis serine protease Rv3671c. AID 2606. inhibition, % at 5.96 µM. P9WHR9. 0.048% of 320,000 active; in the data active means inhibition above about 38%;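 further: extracellular domain of Rv3671c used as enzyme; 0% = enzyme with DMSO and 100% = no enzyme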
Target sequence (P9WHR9 whole entry, looked up, the tested form may be a part): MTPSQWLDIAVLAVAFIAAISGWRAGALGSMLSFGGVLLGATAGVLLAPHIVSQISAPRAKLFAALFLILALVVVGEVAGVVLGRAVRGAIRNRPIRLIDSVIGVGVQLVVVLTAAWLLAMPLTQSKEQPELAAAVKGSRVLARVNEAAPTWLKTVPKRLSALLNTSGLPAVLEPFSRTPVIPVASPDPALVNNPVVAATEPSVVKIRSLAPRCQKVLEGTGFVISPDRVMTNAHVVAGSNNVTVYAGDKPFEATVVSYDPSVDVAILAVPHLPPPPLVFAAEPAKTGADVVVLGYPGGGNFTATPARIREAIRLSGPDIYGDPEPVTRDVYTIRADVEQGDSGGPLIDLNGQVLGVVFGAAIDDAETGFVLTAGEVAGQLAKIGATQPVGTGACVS
MazF activator – MazEF (E. coli) toxin RNase activation. AID 504720. activation, % at 20 µM. 0.32% of 350,000 active. FAM/BHQ RNA-DNA oligo cleavage fluorescence, 5 h; in the data active means activation above about 50%
Target sequence (P0AE70 whole entry, looked up): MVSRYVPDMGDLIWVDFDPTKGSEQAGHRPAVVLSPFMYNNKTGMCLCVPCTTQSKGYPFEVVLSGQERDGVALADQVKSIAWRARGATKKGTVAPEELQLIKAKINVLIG
CCHF vOTU inh – CCHFV vOTU protease inhibition; Pep-AMC fluorescence; inhibition, % at 11.5 µM; 0.55% of 370,000 active; AID 651958; in the data active means inhibition above about 30%; further: 0% = vehicle wells with enzyme and 100% = no enzyme wells
DUSP3 inh – DUSP3 (human) phosphatase inhibition; P51452; recombinant VHR phosphatase, pNPP absorbance; inhibition, % at 13.3 µM; 0.52% of 290,000 active; in the data active means inhibition above about 50%; further: some compounds called inactive have numbers as strong as hits
Target sequence (P51452 whole entry, looked up): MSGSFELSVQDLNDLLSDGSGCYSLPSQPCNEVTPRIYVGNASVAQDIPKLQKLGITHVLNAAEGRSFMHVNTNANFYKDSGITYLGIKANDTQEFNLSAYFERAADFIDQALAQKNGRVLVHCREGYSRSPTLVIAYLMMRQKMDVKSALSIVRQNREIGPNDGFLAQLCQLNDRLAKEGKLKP
PrPC surface inh – reduces human prion protein on the cell surface; P04156; inhibition, % at 13.8 µM; 0.43% of 370,000 active; cell surface PrPC, TR-FRET read-out; in the data active means inhibition above about 24%; further: 0% = median of the test wells and 100% = reference compound wells
Yp Topo-I inh – blocks Yersinia pestis topoisomerase I activity | AID 504884 | 0.064% of 360,000 active | activity, % at 10 µM | Y. pestis Topo-I cleavage product accumulation, plate reader; in the data active means activity above about 50%, passing the limit was not always enough; further: inactives centre near 2
TcdB GH inh – inhibitors of Clostridioides difficile toxin B glycohydrolase; TcdB glycohydrolase enzymatic assay, plate reader; inhibition, % at 9.99 µM; 0.24% of 350,000 active; in the data active means inhibition above about 10%
The depositor's hits bear a star; & = joins results of further samples. Not all compounds are listed; count on the stated rates, not on these rows.

Results for CCOC(=O)N1CCN(CC(O)c2ccccc2)CC1 (stereo not given) ?
Vc quorum ag: inactive; PriA SSB inh: -12; 3CLpro inhibitor: -2; Rv3671c protease: 11; MazF activator: 4; CCHF vOTU inh: 0; DUSP3 inh: -9; PrPC surface inh: 4; Yp Topo-I inh: -3; TcdB GH inh: 0.2

How did CCOC(=O)N1CCN(S(=O)(=O)c2ccc(C(=O)Nc3nc4c(s3)CC(C)CC4)cc2)CC1 (stereo not given) do in these assays?
Vc quorum ag: inactive; PriA SSB inh: -23; 3CLpro inhibitor: 4; Rv3671c protease: -5; MazF activator: -20; CCHF vOTU inh: -6; DUSP3 inh: 10; PrPC surface inh: -4; Yp Topo-I inh: 2

Results for CCc1cc(C)cc(OCCOc2ccccc2/C=N/NC(C)=O)c1 ?
Vc quorum ag: inactive; 3CLpro inhibitor: -2; Rv3671c protease: 0; MazF activator: 7; CCHF vOTU inh: 8; DUSP3 inh: 5; PrPC surface inh: 1; Yp Topo-I inh: 1; TcdB GH inh: 1.4

Results for CC1(C)CC(=O)C2=C(C1)N(Cc1ccc(F)cc1)C(=O)C2(NC(=O)c1cccnc1)C(F)(F)F (stereo not given) ?
Vc quorum ag: -1.8; PriA SSB inh: 16; 3CLpro inhibitor: -1; Rv3671c protease: 5; MazF activator: 5; CCHF vOTU inh: -3; DUSP3 inh: 0; PrPC surface inh: 8; Yp Topo-I inh: 2

How did CC1(c2ccccc2Cl)NC(=O)N(CC(=O)Nc2ccccc2OC(F)F)C1=O (stereo not given) do in these assays?
Vc quorum ag: inactive; PriA SSB inh: -7; 3CLpro inhibitor: 1; Rv3671c protease: -6; MazF activator: -5; CCHF vOTU inh: 12; DUSP3 inh: -5; PrPC surface inh: 5; Yp Topo-I inh: -3; TcdB GH inh: 1.9

Results for CCN(CC)CCOc1ccc(C=NNc2nc3c([nH]2)c(=O)n(C)c(=O)n3C)cc1 ?
Vc quorum ag: inactive; PriA SSB inh: 5; MazF activator: 4; CCHF vOTU inh: 10; PrPC surface inh: -7; Yp Topo-I inh: 4; TcdB GH inh: -11

What do the screens show for `N/C(=N\OC(=O)c1ccc(Cl)cc1)c1ccccn1`?
Vc quorum ag: 0.7; PriA SSB inh: inactive; 3CLpro inhibitor: 2; Rv3671c protease: 3; MazF activator: -5; CCHF vOTU inh: -2; DUSP3 inh: 10; PrPC surface inh: -1; Yp Topo-I inh: -6; TcdB GH inh: 1.1

What do the screens show for `O=S(=O)(CCS(=O)(=O)c1ccccc1)c1ccccc1`?
Vc quorum ag: inactive; PriA SSB inh: -6; MazF activator: 0; CCHF vOTU inh: -1; PrPC surface inh: 3; Yp Topo-I inh: 2; TcdB GH inh: 1.2

What do the screens show for `COc1ccc(S(N)(=O)=O)cc1C(=O)OCC(=O)N1CCCC(C)C1` (stereo not given)?
Vc quorum ag: inactive; PriA SSB inh: -5; Rv3671c protease: 13; MazF activator: 2; CCHF vOTU inh: 30*; PrPC surface inh: -5; Yp Topo-I inh: -3; TcdB GH inh: 0.9

Results for CC(=O)Nc1ccc2nc(CN3CCN(Cc4ccc(F)cc4)C(CCO)C3)ccc2c1 (stereo not given) ?
Vc quorum ag: -3.7; PriA SSB inh: -5; 3CLpro inhibitor: -6; Rv3671c protease: 2; MazF activator: -3; CCHF vOTU inh: -16; DUSP3 inh: -8; PrPC surface inh: 1; Yp Topo-I inh: 5; TcdB GH inh: 0.9

What do the screens show for `O=C(NC1CCSc2ccccc21)c1ccc(F)cc1` (stereo not given)?
Vc quorum ag: inactive; PriA SSB inh: 1; 3CLpro inhibitor: 3; Rv3671c protease: 5; MazF activator: 5; CCHF vOTU inh: 9; DUSP3 inh: 5; PrPC surface inh: 2; Yp Topo-I inh: -9; TcdB GH inh: 1.0

Results for Cc1ccc(S(=O)(=O)N2CCc3ccccc3C2)cc1 ?
Vc quorum ag: inactive; PriA SSB inh: -27; 3CLpro inhibitor: -1; Rv3671c protease: 0; MazF activator: -3; CCHF vOTU inh: -4; DUSP3 inh: 52*; PrPC surface inh: 5; Yp Topo-I inh: 2; TcdB GH inh: 1.2

How did Cc1cc(C)cc(N(CC(=O)NCc2ccccc2Cl)S(=O)(=O)c2c(C)[nH]c(=O)[nH]c2=O)c1 do in these assays?
Vc quorum ag: -0.3; PriA SSB inh: -8; 3CLpro inhibitor: -6; Rv3671c protease: -13; MazF activator: -4; CCHF vOTU inh: 8; DUSP3 inh: 46; PrPC surface inh: -3; Yp Topo-I inh: -3; TcdB GH inh: 0.7

How did Cc1c(NC2=NC(C)(C)Cc3ccccc32)c(=O)n(-c2ccccc2)n1C do in these assays?
Vc quorum ag: inactive; PriA SSB inh: -8; 3CLpro inhibitor: 0; Rv3671c protease: -10; MazF activator: -8; CCHF vOTU inh: -4; DUSP3 inh: 4; PrPC surface inh: 3; Yp Topo-I inh: 0

How did O=C(CSc1nc(O)cc(=O)n1-c1ccccc1)Nc1ccc2c3c(cccc13)CC2 do in these assays?
Vc quorum ag: -0.8; PriA SSB inh: -3; 3CLpro inhibitor: -2; Rv3671c protease: -22; MazF activator: -11; CCHF vOTU inh: 16; DUSP3 inh: 42; PrPC surface inh: 3; Yp Topo-I inh: -3; TcdB GH inh: -0.1

Results for COc1ccccc1OCCNC(=O)c1cccs1 ?
Vc quorum ag: 0.0; PriA SSB inh: 2; 3CLpro inhibitor: -7; Rv3671c protease: -7; MazF activator: 3; CCHF vOTU inh: 8; DUSP3 inh: 0; PrPC surface inh: 7; Yp Topo-I inh: 1

What do the screens show for `COc1ccc(CN(C)C(=O)c2ccc(OCC(=O)N3CCOCC3)c(OC)c2)cc1`?
Vc quorum ag: inactive; PriA SSB inh: 9; Rv3671c protease: -10; MazF activator: 0; CCHF vOTU inh: -16; PrPC surface inh: -6; Yp Topo-I inh: 2; TcdB GH inh: -1.5

What do the screens show for `c1csc(C2CCCN2c2nc3nonc3nc2NC2CC2)n1` (stereo not given)?
Vc quorum ag: -0.2; PriA SSB inh: -19; 3CLpro inhibitor: -2; Rv3671c protease: -1; MazF activator: 0; CCHF vOTU inh: 2; DUSP3 inh: -4; PrPC surface inh: -5; Yp Topo-I inh: 12; TcdB GH inh: 1.1

Results for CCc1c(O)nc(SCC(=O)Nc2ccccc2C)n(-c2ccc(C)cc2)c1=O ?
Vc quorum ag: inactive; PriA SSB inh: 11; 3CLpro inhibitor: 4; Rv3671c protease: -2; MazF activator: -9; CCHF vOTU inh: 9; DUSP3 inh: 1; PrPC surface inh: -6; Yp Topo-I inh: -2; TcdB GH inh: 1.4

What do the screens show for `O=C(COc1ccc(C2SCCS2)cc1)Nc1ccc(Cl)cc1`?
Vc quorum ag: 0.0; PriA SSB inh: -1; 3CLpro inhibitor: 4; Rv3671c protease: -5; MazF activator: -2; CCHF vOTU inh: -8; DUSP3 inh: 33; PrPC surface inh: 6; Yp Topo-I inh: 6; TcdB GH inh: 0.9

Results for CC(C)c1ccc(S(=O)(=O)N2CCC(C(=O)NCc3ccco3)CC2)cc1 ?
Vc quorum ag: -5.6; PriA SSB inh: 1; MazF activator: -4; CCHF vOTU inh: -5; PrPC surface inh: -5; Yp Topo-I inh: 17; TcdB GH inh: 1.0

How did Cc1c(OCC(=O)N2C[C@H]3C[C@@H](C2)c2cccc(=O)n2C3)ccc2c3c(c(=O)oc12)CCCC3 do in these assays?
Vc quorum ag: -0.4; 3CLpro inhibitor: 0; Rv3671c protease: -1; MazF activator: -9; CCHF vOTU inh: 14; DUSP3 inh: 17; PrPC surface inh: 15; Yp Topo-I inh: 9; TcdB GH inh: -3.1

What do the screens show for `CC1CCCN(C2=C(NS(=O)(=O)c3ccc(Cl)cc3)C(=O)c3ccccc3C2=O)C1` (stereo not given)?
Vc quorum ag: -0.2; PriA SSB inh: 21; 3CLpro inhibitor: 2; Rv3671c protease: -7; MazF activator: -4; CCHF vOTU inh: 2; DUSP3 inh: 2; PrPC surface inh: -20; Yp Topo-I inh: -15; TcdB GH inh: -0.1

How did CC1CCN(C(c2cc3cc4c(cc3[nH]c2=O)OCO4)c2nnnn2CC2CCCO2)CC1 (stereo not given) do in these assays?
Vc quorum ag: -0.4; PriA SSB inh: -9; 3CLpro inhibitor: 9; Rv3671c protease: 2; MazF activator: 3; DUSP3 inh: 36; Yp Topo-I inh: -6; TcdB GH inh: 1.4

How did O=C(COc1ccc(Cl)cc1)Nc1ccc2c(c1)C(=O)NC2=O do in these assays?
Vc quorum ag: 7.7; PriA SSB inh: 2&5; 3CLpro inhibitor: -2; Rv3671c protease: -15; MazF activator: -7; CCHF vOTU inh: -5; DUSP3 inh: -6; PrPC surface inh: 2; Yp Topo-I inh: 5; TcdB GH inh: -0.1

How did CCOc1cc(CO)cc(Br)c1OCC(=O)O do in these assays?
Vc quorum ag: 13; PriA SSB inh: -6; 3CLpro inhibitor: -2; Rv3671c protease: 1; MazF activator: -1; CCHF vOTU inh: 7; PrPC surface inh: -2; Yp Topo-I inh: -3

Results for CC1CCN(c2ccc(NC(=O)c3cccnc3)cc2)CC1 ?
Vc quorum ag: inactive; PriA SSB inh: 16; 3CLpro inhibitor: -2; Rv3671c protease: 5; MazF activator: 20; CCHF vOTU inh: 5; DUSP3 inh: 14; PrPC surface inh: 9; Yp Topo-I inh: -5

Results for CCCc1cc(C(=O)N2CCC(n3nccc3NC(=O)c3ccc(OC)cc3)CC2)no1 ?
Vc quorum ag: -0.2; PriA SSB inh: -15; 3CLpro inhibitor: -5; Rv3671c protease: 1; MazF activator: 8; CCHF vOTU inh: -2; DUSP3 inh: 9; PrPC surface inh: 1; Yp Topo-I inh: 4; TcdB GH inh: -1.9

Results for COc1ccccc1NC(=O)Cn1nnc(C(=O)NCc2ccc3c(c2)OCO3)c1N ?
Vc quorum ag: inactive; PriA SSB inh: 4; 3CLpro inhibitor: 1; Rv3671c protease: -3; MazF activator: 7; CCHF vOTU inh: 10; DUSP3 inh: 3; PrPC surface inh: -3; Yp Topo-I inh: -7; TcdB GH inh: 0.6

How did c1nc(NCc2ccc3c(c2)OCO3)c2cc(-c3ccoc3)ccc2n1 do in these assays?
Vc quorum ag: -0.8; PriA SSB inh: -7; Rv3671c protease: -4; MazF activator: 13; CCHF vOTU inh: 25; PrPC surface inh: -4; Yp Topo-I inh: -5; TcdB GH inh: -1.4

Results for Nc1ncnc(N)c1N=Nc1ccccc1 ?
Vc quorum ag: -0.2; PriA SSB inh: -6; 3CLpro inhibitor: -1; MazF activator: 3; CCHF vOTU inh: 17; DUSP3 inh: 22; PrPC surface inh: -21; Yp Topo-I inh: -4; TcdB GH inh: 0.3
